# Compound activity as filed in PubChem.
# tim10-1 inh: growth inhibitors of tim10-1 mutant yeast. AID 463190. inhibition, % at 20 µM. hit rate 2.2% among 330,000. S. cerevisiae tim10-1 ts strain growth, BacTiter-Glo, 24 h;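 active means inhibition of at least 40%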;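 further: mutant grown at 25 °C; 0% = DMSO wells with yeast and 100% = wells holding no yeast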
# TIM10 inh: growth inhibitors of TIM10 yeast strain | AID 463195 | S. cerevisiae TIM10 strain growth, BacTiter-Glo luminescence, 24 h | inhibition, % at 10 µM | hit rate 1.4% among 330,000;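 active means inhibition of 40% or more at the single tested concentration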;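 further: wild-type TIM10 isogenic control strain grown at permissive 25 °C; 0% = DMSO yeast wells and 100% = minimal medium wells without yeast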
# mIAP block: mouse IAP inhibition; purified mouse IAP, CDP-Star luminescence, 30 min; inhibition, % at 10 µM; hit rate 0.2% among 330,000; AID 2806;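 active means inhibition of at least 40% at 10 µM in the primary screen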;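 further: plate controls were DMSO with enzyme for no effect and no enzyme wells for full effect; values of inactives mirror those of a sister screen read the other way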
# hIAP block: blocks human intestinal alkaline phosphatase; P09923; purified IAP, CDP-Star luminescence, 30 min; inhibition, % at 10 µM; hit rate 0.12% among 330,000; AID 2544;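 active means inhibition reaching a set limit with compound at 10 µM in the primary screen, cut at about 35% in these data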;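 further: plate controls were DMSO wells with enzyme for no effect and no-enzyme buffer wells for full effect; values of inactives mirror those of a sister screen read the other way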
# mIAP act: mouse IAP activation. activation factor at 10 µM. hit rate 0.24% among 330,000. AID 2805. muIAP, CDP-Star luminescence, 30 min; hits give high values; 1 = vehicle-only enzyme signal, 0 = enzyme-free wells;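 active means activation factor of at least 2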; further: the source names both 10 and 20 µM as test concentration; values of inactives mirror those of a sister screen read the other way
#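 Assay system: mouse IAP enzyme; Reagent: CDP-Star chemiluminescent phosphatase substrate; Compound: DMSO-dissolved test compounds; Incubation: 30 min, room temperature; Technique: luminescence from enzymatic CDP-Star hydrolysis; Controls: DMSO-only wells and no-enzyme negative control.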
# ATG4B inhibitor: ATG4B (human) cysteine protease inhibition | Q9Y4P1 | inhibition, % at 8.33 µM | hit rate 0.51% among 340,000 | ATG4B cleavage of LC3-PLA2, NBD-HPC fluorescence, 1 h; in the data active means inhibition above about 40%
# Target sequence (Q9Y4P1 whole entry, looked up): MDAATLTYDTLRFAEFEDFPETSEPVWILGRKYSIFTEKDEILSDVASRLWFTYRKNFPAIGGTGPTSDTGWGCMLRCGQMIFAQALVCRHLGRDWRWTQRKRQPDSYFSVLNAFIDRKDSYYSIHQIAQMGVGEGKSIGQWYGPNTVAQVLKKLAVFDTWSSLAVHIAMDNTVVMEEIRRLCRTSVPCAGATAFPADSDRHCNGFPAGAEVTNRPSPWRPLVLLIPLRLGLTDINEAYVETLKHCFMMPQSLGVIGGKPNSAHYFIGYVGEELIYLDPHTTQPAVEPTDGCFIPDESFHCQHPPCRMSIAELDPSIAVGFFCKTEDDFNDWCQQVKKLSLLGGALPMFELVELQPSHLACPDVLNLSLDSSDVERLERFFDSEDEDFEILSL
# Apaf1 inhib: human Apaf-1 inhibition; O14727; reconstituted apoptosome caspase-3 activity, DEVD-Rh110 fluorescence; inhibition, % at 20 µM; hit rate 0.71% among 330,000; AID 489030; active means inhibition of at least 40% at 20 µM;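 further: plate controls were DMSO wells for no effect and DEVD-CHO caspase inhibitor wells for full effect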
#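 Medium: Hepes buffer, pH 7.5 / System: biochemical Apaf-1 apoptosome reconstitution / Measured by: Rh110 fluorescence, excitation 480 nm, emission 540 nm / Times: compound with Apaf-1, dATP, procaspase-3 30 min, then 50 min reaction, room temperature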
# NLRP3 yeast inh: inhibitors of NALP3 inflammasome in yeast; Yeast reconstituted NLRP3/ASC/caspase-1, beta-gal luminescence, 24 h; AID 2825; inhibition, % at 10 µM; hit rate 0.39% among 330,000;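 active means inhibition of 50% or more; inactive means inhibition below 50%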;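 further: plate controls were induced DMSO wells for no effect and uninduced yeast grown without galactose for full effect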
# hIAP act: human IAP activation; P09923; purified human IAP, CDP-Star luminescence, 30 min; hits give high values; 1 = vehicle-only enzyme, 0 = enzyme-free background; activation factor at 10 µM; hit rate 0.16% among 330,000; AID 2524;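 active means activation factor of the enzyme at least 2-fold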; further: the source names both 10 and 20 µM as test concentration; values of inactives mirror those of a sister screen read the other way
# * = called active by the depositor.
1	OCCCn1c(C2CCCN2c2nc(-c3ccc(F)cc3)cs2)nc2cc(Cl)c(N3CCCCC3)cc21 (centres undefined)
2	O=C(NCC(=O)N(c1ccccc1F)C(C(=O)NC1CCCC1)c1ccncc1)c1ccco1 (centres undefined)
3	C=CCn1c(-c2c(C)nc3cc(C)ccn23)n[nH]c1=S
4	COc1cccc(CN2CC(C(=O)NCC3CCOCC3)CCC2=O)c1 (centres undefined)
5	CCCC(=O)Nc1nc(-c2ccc(Cl)s2)cs1
6	Cc1ccc(C(C(=O)NC2CCCC2)N(Cc2ccco2)C(=O)CCC(=O)Nc2cc(C)on2)cc1 (centres undefined)
7	Cc1cccc(C)c1NC(=O)C(C)Sc1n[nH]c(-c2ccncc2)n1 (centres undefined)
8	CC(c1ccccc1)n1c(Br)nc2c1c(=O)[nH]c(=O)n2C (centres undefined)
assay / entry	1	2	3	4	5	6	7	8
tim10-1 inh	-14	-6	13	11	-25	19	-8	11
TIM10 inh	-10	9	-10	-3	-12	18	-6	9
mIAP block	12	-3	21	-5	-12	-9	10	3
hIAP block	-3	-1	-5	3	-17	-12	15	12
mIAP act	0.88	1	0.79	1	1.1	1.1	0.9	0.97
ATG4B inhibitor	-6	1	-4	-2	3	-17	3	-5
Apaf1 inhib	7	-8	-8	-2	7	6	-11	-2
NLRP3 yeast inh	6	8	13	4	43	17	8	5
hIAP act	1	1	1.1	0.97	1.2	1.1	0.85	0.88

# From compound 1 as far as 6, copied from above:
1	OCCCn1c(C2CCCN2c2nc(-c3ccc(F)cc3)cs2)nc2cc(Cl)c(N3CCCCC3)cc21 (centres undefined)
2	O=C(NCC(=O)N(c1ccccc1F)C(C(=O)NC1CCCC1)c1ccncc1)c1ccco1 (centres undefined)
3	C=CCn1c(-c2c(C)nc3cc(C)ccn23)n[nH]c1=S
4	COc1cccc(CN2CC(C(=O)NCC3CCOCC3)CCC2=O)c1 (centres undefined)
5	CCCC(=O)Nc1nc(-c2ccc(Cl)s2)cs1
6	Cc1ccc(C(C(=O)NC2CCCC2)N(Cc2ccco2)C(=O)CCC(=O)Nc2cc(C)on2)cc1 (centres undefined)
assay / entry	1	2	3	4	5	6
tim10-1 inh	-14	-6	13	11	-25	19
TIM10 inh	-10	9	-10	-3	-12	18
mIAP block	12	-3	21	-5	-12	-9
hIAP block	-3	-1	-5	3	-17	-12
mIAP act	0.88	1	0.79	1	1.1	1.1
ATG4B inhibitor	-6	1	-4	-2	3	-17
Apaf1 inhib	7	-8	-8	-2	7	6
NLRP3 yeast inh	6	8	13	4	43	17
hIAP act	1	1	1.1	0.97	1.2	1.1

# (next part)
9	COCCN(C(=O)c1cc(Cl)nc2ccccc12)c1c(N)n(Cc2ccccc2)c(=O)[nH]c1=O
10	CCOc1ccccc1N(CC(=O)Nc1cccnc1)S(C)(=O)=O
11	Cc1cc(NC(=O)c2cccc([N+](=O)[O-])c2)n(-c2ccccc2)n1
12	Cc1cc(C(=O)CN2C(=O)NC(CCS(C)(=O)=O)C2=O)c(C)n1C1CC1 (centres undefined)
13	COC(=O)c1cc(NC(=O)/C=C/c2ccc3c(c2)OCO3)cc(C(=O)OC)c1
14	Cc1cc(-c2nnc(SCC(=O)Nc3cccc(F)c3)n2N)n[nH]1
15	COc1ccc(C(=O)Nc2cccc(C(C)=O)c2)c(OC)c1OC
16	O=C(CNC(=S)N(Cc1ccc(F)cc1)C1CCCCC1)NCC1CCCO1 (centres undefined)
assay / entry	9	10	11	12	13	14	15	16
tim10-1 inh	17	2	17	3	5	-1	14	13
TIM10 inh	6	-11	7	0	6	-3	10	6
mIAP block	-4	-4	4	0	11	4	4	-7
hIAP block	-12	-2	5	-16	21	7	10	-8
mIAP act	1	1	0.96	1	0.89	0.96	0.96	1.1
ATG4B inhibitor	-13	-11	0	-6	-6	1	-8	1
Apaf1 inhib	15	-3	-3	-5	-14	-12	11	-10
NLRP3 yeast inh	8	7	-4	0	15	10	21	1
hIAP act	1.1	1	0.95	1.2	0.79	0.93	0.91	1.1

17	CC(C)=NNC1=NC(C)(C)Cc2ccccc21
18	COc1ccc(N(Cc2cc3ccccc3[nH]c2=O)S(=O)(=O)c2ccc(OC)cc2)cc1
19	COc1cc(C2=NOC(C(=O)NCc3ccccn3)C2)cc(OC)c1OC (centres undefined)
20	CCC(=O)Nc1ccccc1Oc1ccccc1
21	COc1cccc(OC)c1C(=O)NC(=O)NNc1cc(C(F)(F)F)cc(C)n1
22	Cn1c(=O)c2c(nc(SCc3ccccc3F)n2C)n(C)c1=O
23	CCCC[C@@H]1CNC(=S)N1CCCc1cc(OC)c(OC)c(OC)c1
24	CCOC(=O)CSc1nnc2c3ccccc3n(CC)c2n1
25	O=C(Nc1ccccc1C(=O)Nc1ccccn1)c1cccc([N+](=O)[O-])c1
26	Cc1cccc(N2CCN(C(=S)c3ccc(-c4ccccc4[N+](=O)[O-])o3)CC2)c1
27	Cc1cccc(N2CCN(C(=O)CSc3nc4ccccc4nc3N3CC(C)OC(C)C3)CC2)c1C (centres undefined)
assay / entry	17	18	19	20	21	22	23	24	25	26	27
tim10-1 inh	11	3	9	19	1	1	28	23	16	30	7
TIM10 inh	12	13	2	12	6	-6	20	4	6	-5	8
mIAP block	-5	3	-4	-5	7	-4	0	3	5	26	4
hIAP block	14	10	-18	12	-19	-31	23	-4	-36	4	10
mIAP act	1	0.97	1	1.1	0.93	1	1	0.97	0.95	0.74	0.96
ATG4B inhibitor	-2	-4	-2	-11	5	-2	-2	-7	3	0	0
Apaf1 inhib	7	17	3	-2	3	1	5	5	-4	-1	11
NLRP3 yeast inh	20	0	24	-26	-5	8	6	12	26	13	18
hIAP act	0.86	0.9	1.2	0.88	1.2	1.3	0.77	1	1.4	0.96	0.9

# Five entries from above, with two lines to a compound.
# Each structure is followed by: tim10-1 inh	TIM10 inh	mIAP block	hIAP block	mIAP act	ATG4B inhibitor	Apaf1 inhib	NLRP3 yeast inh	hIAP act
(19) COc1cc(C2=NOC(C(=O)NCc3ccccn3)C2)cc(OC)c1OC (centres undefined)
  9	2	-4	-18	1	-2	3	24	1.2
(18) COc1ccc(N(Cc2cc3ccccc3[nH]c2=O)S(=O)(=O)c2ccc(OC)cc2)cc1
  3	13	3	10	0.97	-4	17	0	0.9
(27) Cc1cccc(N2CCN(C(=O)CSc3nc4ccccc4nc3N3CC(C)OC(C)C3)CC2)c1C (centres undefined)
  7	8	4	10	0.96	0	11	18	0.9
(22) Cn1c(=O)c2c(nc(SCc3ccccc3F)n2C)n(C)c1=O
  1	-6	-4	-31	1	-2	1	8	1.3
(25) O=C(Nc1ccccc1C(=O)Nc1ccccn1)c1cccc([N+](=O)[O-])c1
  16	6	5	-36	0.95	3	-4	26	1.4
